Screening data deposited in PubChem by National Center for Advancing Translational Sciences (NCATS).
EPAC1 antagonist – blocks human EPAC1 exchange factor; EPAC1 GEF assay, Rap1b-BODIPY-GDP exchange fluorescence; O95398; Potency, µM (top dose mostly 115 µM), for inactives: top-dose activity change, negative = inhibition, most hits filed as inhibitors; 360,000 compounds, 0.14% hits;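 note: potency is the fitted concentration of half-maximal effect; plate controls were vehicle for no effect and positive control for full effect; nearly all actives have a fitted effect of over 50% in size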
WRN helicase inh – inhibitors of human WRN helicase; Potency, µM (top dose mostly 114 µM), inactives show at the top dose activity change, negative = inhibition, usual class: inhibitors; AID 651768; Q14191; 360,000 compounds, 0.46% hits; WRN helicase unwinding, fluorescent forked duplex, kinetic; note: potency is the fitted concentration of half-maximal effect; % is set by controls: 0 for no effect and ±100 for the full control effect; nearly all actives have a fitted effect of over 55% in size
Target sequence (Q14191 whole entry, looked up): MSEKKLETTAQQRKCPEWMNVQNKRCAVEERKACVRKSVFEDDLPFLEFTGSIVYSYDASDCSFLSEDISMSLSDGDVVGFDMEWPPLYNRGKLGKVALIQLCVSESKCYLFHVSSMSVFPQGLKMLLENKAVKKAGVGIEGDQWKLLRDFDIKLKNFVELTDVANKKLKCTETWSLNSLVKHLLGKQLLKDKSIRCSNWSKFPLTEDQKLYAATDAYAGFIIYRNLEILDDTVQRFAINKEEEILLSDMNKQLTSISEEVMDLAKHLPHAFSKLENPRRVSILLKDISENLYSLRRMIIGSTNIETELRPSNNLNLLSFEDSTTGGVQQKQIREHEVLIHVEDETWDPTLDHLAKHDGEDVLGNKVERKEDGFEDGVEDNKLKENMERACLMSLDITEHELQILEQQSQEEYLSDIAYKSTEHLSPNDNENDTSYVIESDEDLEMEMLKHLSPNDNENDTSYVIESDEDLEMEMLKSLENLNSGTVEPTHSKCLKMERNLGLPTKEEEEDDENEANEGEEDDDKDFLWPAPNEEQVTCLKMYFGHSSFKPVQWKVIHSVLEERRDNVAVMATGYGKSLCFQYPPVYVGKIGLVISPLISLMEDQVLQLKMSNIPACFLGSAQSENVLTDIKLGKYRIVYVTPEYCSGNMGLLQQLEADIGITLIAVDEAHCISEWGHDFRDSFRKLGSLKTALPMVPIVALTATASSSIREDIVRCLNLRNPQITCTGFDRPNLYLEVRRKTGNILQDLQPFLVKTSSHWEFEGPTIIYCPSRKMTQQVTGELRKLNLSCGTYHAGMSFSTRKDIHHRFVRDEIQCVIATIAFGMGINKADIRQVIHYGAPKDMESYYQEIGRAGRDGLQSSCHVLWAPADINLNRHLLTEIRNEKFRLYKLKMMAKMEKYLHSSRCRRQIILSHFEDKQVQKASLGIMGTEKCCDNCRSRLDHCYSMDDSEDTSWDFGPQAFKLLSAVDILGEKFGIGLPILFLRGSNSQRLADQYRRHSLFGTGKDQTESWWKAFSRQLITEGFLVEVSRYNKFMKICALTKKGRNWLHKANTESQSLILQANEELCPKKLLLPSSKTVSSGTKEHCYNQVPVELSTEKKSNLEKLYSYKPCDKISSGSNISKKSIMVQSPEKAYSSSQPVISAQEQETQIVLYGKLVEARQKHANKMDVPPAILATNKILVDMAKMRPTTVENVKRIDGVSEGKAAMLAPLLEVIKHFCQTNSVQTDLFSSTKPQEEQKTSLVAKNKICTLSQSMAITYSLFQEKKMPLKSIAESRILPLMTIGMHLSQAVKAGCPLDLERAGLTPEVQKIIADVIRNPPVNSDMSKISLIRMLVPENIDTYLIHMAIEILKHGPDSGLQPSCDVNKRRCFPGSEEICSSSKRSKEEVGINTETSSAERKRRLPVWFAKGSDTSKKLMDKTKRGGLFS
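WRN at 20 nM final was preincubated with compound for 15 min at room temperature; reaction started with 100 nM forked duplex oligonucleotide carrying fluorophore and quencher plus 2 mM ATP (final). Unwinding followed kinetically by red fluorescence (ex 525/em 598 nm).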
CCT chaperon mod – cytosolic chaperonin activity modulation; purified chaperonin ATPase assay, HTRF ADP detection, 30 min; 360,000 compounds, 0.3% hits; activity change, % (no concentration beside the values), hits read low; AID 651819; in the data active = activity change below about -30%; note: % is set by controls: 0 for no effect and ±100 for the full control effect
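Enzyme 40 or 20 nM (batch-dependent) in Tris pH 7.4/KCl/MgCl2/DTT; cpd 76 uM single point; ATP 10 uM; 30 min 37 °C; Transcreener ADP HTRF detection, 30 min RT; ratio 665/615.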
PLK1 PBD block – blocks phosphopeptide binding to human PLK1 polo-box domain | Plk1 PBD binding of FITC phosphopeptide, fluorescence polarization | AID 720504 | 360,000 compounds, 2.8% hits | Potency, µM, inactives show max response, negative = inhibition, most hits filed as inhibitors; note: potency is the fitted concentration of half-maximal effect; series mostly up to about 57 µM; % is set by controls: 0 for no effect and ±100 for the full control effect; nearly all actives have a fitted effect of over 65% in size
IL2 activator – IL-2 activation | 360,000 compounds, 0.065% hits | IL-2 activation reporter assay, cell-based qHTS; stimulated with anti-CD3/CD4/CD28 beads; in transgenic mouse T cells | AID 652025 | activation, % (series mostly up to about 46 µM); in the data active = activation above about 50%; inconclusive = mostly about 30% to 49%; note: 0% is about no effect
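Quantitative HTS in unstimulated transgenic mouse T cells, with memory T cells as non-tolerant control and PMA/ionomycin as tolerance-bypass control. Compound pretreatment lasted 60 minutes before 18 h bead stimulation; EGFP/DsRed fluorescence read.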
PI5P4K alpha inh – blocks human PI5P4K alpha kinase activity | P48426 | PI5P4Kalpha enzyme, ADP-Glo luminescence, 60 min; stronger effect = lower value | max response, % | 330,000 compounds, 1.2% hits; active = max response of -50% or lower; inconclusive = between -30% and -50%; inactive = -30% or higher; note: value at the top dose of about 77 µM; % is set by controls: 0 for no effect and ±100 for the full control effect
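ADP-Glo luminescence end-point read after a 60 min room-temperature kinase reaction of PI5P4Kalpha plus substrate, initiated with ATP at 5 microM final. Buffer: 0.038 M HEPES pH 7.4, EGTA, 0.1% CHAPS, 5% DMSO.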
EPAC2 agonist – agonists of human EPAC2 (RAPGEF4); Q8WZA2; EPAC2 activation, biochemical qHTS; response scale: 100% = 6.5 mM cAMP response; Potency, µM (titrated, usually from 154 µM), inactives show top-dose activation, actives largely listed as activators; 360,000 compounds, 0.079% hits; note: potency is the fitted concentration of half-maximal effect; nearly all actives have a fitted effect of over 50% in size
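Fluorescence exchange assay: 100 nM EPAC2 with 250 nM RAP1B-BODIPY-GDP and 50 uM GDP; compounds tested as a concentration-titration series (qHTS). Loss of Rap1-bound BODIPY-GDP fluorescence read at 480/540 nm; data normalized to 6.5 mM cAMP.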
EPAC1 agonist – activates human EPAC1 exchange factor. Potency, µM (titrated, usually from 154 µM), without a hit: top-dose activation, usual class: activators. EPAC1 agonist qHTS, biochemical assay; response scale: 100% = response to 6.5 mM cAMP. O95398. 360,000 compounds, 0.073% hits; note: potency is the fitted concentration of half-maximal effect; nearly all actives have a fitted effect of over 60% in size
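Multi-concentration qHTS readout: loss of Rap1B-bound BODIPY-GDP fluorescence driven by 100 nM EPAC1 with excess GDP (50 uM), monitored kinetically at room temperature; agonist response expressed relative to 6.5 mM cAMP.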
* hit, by the source's call; ? = inconclusive; . = not tested or not shown; [ ] = remark or other dose. Unless noted, calls come from the whole dose curve; as a rule, active = well fitted curve in the direction sought with a large enough effect; inconclusive = small, poorly fitted or top-dose-only effect, or another doubt; inactive = no such curve, though single readings can be large; an effect the other way counts as inactive or inconclusive. A portion of the library. The share of hits here may be higher or lower than overall.

SMILES | EPAC1 antagonist | WRN helicase inh | CCT chaperon mod | PLK1 PBD block | IL2 activator | PI5P4K alpha inh | EPAC2 agonist | EPAC1 agonist
O=C(NCC1CCCO1)c1ccc2c(=O)n(Cc3ccco3)c(SCC(=O)N3CCCC3)nc2c1 (stereo not given) | -0.5% | 1.6% | -4.2 | -1.5% | -1.8 | . | 5.2% | -12.2%
Cc1ccc(N2CC(C(=O)OCc3ccccc3F)CC2=O)cc1 (stereo not given) | -17.8% | -6.2% | -5.6 | -8.1% | 1.8 | 0.8 | 14.6% | 5.6%
CC(=O)N(C)c1ccc(N2CCOCC2)c2c1C(=O)c1ccccc1C2=O | -0.1% | -7.5% | -0.5 | -29.5% | 9.5 | 9.7 | 1.4% | -6.5%
O=c1c2ccccc2nnn1CSc1ccc2c(c1)OCCO2 | -8.0% | 0.6% | -1.9 | ? | 11.8 | . | 1.3% | 8.2%
Cn1c(CNC(=O)c2ccco2)nnc1SCC(=O)Nc1ccc(Br)cc1F | 5.9% | 8.5% | 0.1 | -8.3% | -0.2 | 1.2 | 5.2% | -3.0%
O=C(CCN1CCN(c2ccc(Cl)cc2)CC1)Nc1nccs1 | 9.1% | 3.7% | 0.5 | -1.1% | -0.8 | 1.4 | -1.2% | 1.1%
Cc1c(NC(=O)c2c([N+](=O)[O-])cnn2C)c(=O)n(-c2ccccc2)n1C | 2.0% | 2.7% | -2.9 | -10.5% | -0.3 | 3.5 | 12.5% | 7.5%
COc1cc(C(=S)N2CCOCC2)cc(Br)c1OS(=O)(=O)c1ccccc1 | 11.1% | 3.3% | -0.9 | -23.3% | 0.3 | -3.4 | 11.5% | 12.4%
O=C(c1cc(C(=O)c2ccco2)cc(C(=O)c2ccco2)c1)c1ccco1 | 4.4% | -17.2% | 2.5 | -6.9% | -0.7 | 1.4 | -0.6% | -1.3%
CCOc1cc(S(=O)(=O)NCc2ccc(OC)cc2)c(OCC)cc1-n1cnnn1 | -16.1% | 2.4% | 0.0 | -2.8% | 1.5 | . | 12.5% | 4.6%
O=C(NCc1ccccc1F)C1CC(=O)N(c2ccc3c(c2)OCCO3)C1 (stereo not given) | 2.5% | -9.4% | -2.1 | 2.4% | 1.2 | 0.4 | -3.3% | -2.2%
COc1cc(OC)c2c(-c3cccc(-c4ccc(C(C)=O)cc4)c3)cc(=O)oc2c1 | -9.5% | 5.2% | 1.0 | -0.1% | 0.0 | 6.4 | 3.4% | -15.9%
O=C(N/C(=C\c1ccc(Cl)cc1)C(=O)N1CCOCC1)c1ccco1 | 8.6% | 17.2% | -0.1 | -12.7% | 0.1 | 1.3 | 8.5% | 2.6%
Cc1c(/C=N/n2cnnc2)c2ccccc2n1CCOc1ccccc1 | 1.6% | -4.0%[57.1 µM] | 0.3 | 1.3% | -0.7 | 18.5 | 1.3% | 6.4%
CN1C(=O)/C(=C\C=C2/CCCN2C)N(C)C1=S | 5.6% | 8.3% | 0.6 | 24.3% | 0.6 | -0.8 | -2.4% | -7.5%
Cc1cccc(NCc2ccccc2O)c1C | -15.3% | -4.8% | -0.7 | 1.0% | 0.9 | 11.2 | 6.2% | -0.3%
CCOc1ccccc1CNn1cnnc1 | 8.6% | -2.9% | 0.4 | 4.1% | -0.4 | -0.2 | 3.5% | 5.1%
c1ccc(C2=Nn3c(nnc3-c3n[nH]c4c3CCC4)SC2)cc1 | -0.2% | -21.8%[57.1 µM] | 0.4 | -28.4% | -0.5 | -0.9 | 0.8% | -4.9%
O=C(NCc1ccc(N2CCCC2=O)cc1)Nc1cccc2ccccc12 | 1.4% | -5.7% | 0.6 | -6.9% | 0.8 | -4.5 | -1.5% | -6.3%
Cc1cccc(-n2c(O)cnc2Nc2nc(C)cc(C)n2)c1 | 12.5% | -29.9% | 0.4 | -7.2% | -0.4 | 0.2 | 0.9% | -6.2%
O=C1C=Cc2cccc3ccc(O)c1c23 | -0.7% | 15.2% | 0.8 | -0.7% | 0.1 | -8.3 | 20.3% | -1.0%
O=C(O)c1ccc(CSc2nnc(-c3ccncc3)n2-c2ccc(Cl)cc2)cc1 | -3.2% | 3.8% | -3.5 | -10.9% | 1.1 | -2.9 | 8.2% | 4.9%
CC1C(c2ccccc2)=NNc2nc3c(c(=O)n(C)c(=O)n3C)n21 (stereo not given) | -8.8% | 2.4% | -3.5 | 2.0% | -0.4 | -2.0 | -1.1% | 13.6%
COc1ccc(N2CCCC2)c(NC(=O)COc2ccccc2)c1 | -1.9% | 5.9% | 0.8 | -6.8% | 0.5 | -4.8 | 8.7% | 3.4%
Cc1ccc(Cn2nnc3c(=O)[nH]c(C4CCN(S(=O)(=O)c5cc(C)ccc5C)CC4)nc32)cc1 | 5.7% | -10.5% | -0.2 | -7.9% | 0.9 | 6.9 | 2.4% | 1.8%
Next section.
SMILES | EPAC1 antagonist | WRN helicase inh | CCT chaperon mod | PLK1 PBD block | IL2 activator | PI5P4K alpha inh | EPAC2 agonist | EPAC1 agonist
CCN(CC)C(=O)c1ccc(COc2ccccc2Br)o1 | 2.8% | -7.2% | -4.7 | -10.2% | -0.7 | -2.4 | -5.8% | 2.7%
Cc1ccc(NC(=O)Cc2cn3ccsc3n2)nc1 | 7.3% | 10.6% | -0.8 | -6.2% | 1.2 | 2.5 | 3.9% | -2.6%
Cc1ccc(C(=O)NC(=S)NCC(=O)c2ccccc2)cc1 | -8.2% | 6.6% | -5.0 | -2.0% | 0.0 | 2.1 | -2.4% | 11.7%
Cc1ccccc1CN1CCN(S(C)(=O)=O)CC1 | -1.3% | 14.9% | -0.9 | -6.7% | -2.2 | 12.3 | 10.7% | 15.2%
Nn1c(SCC(=O)Nc2ccc(Oc3ccccc3)cc2)nnc1C1CC1 | -16.5% | -14.8% | 1.0 | -14.6% | -0.4 | -4.7 | -6.3% | -0.1%
Cc1cc(C)nc(SCC(=O)Nn2cnnc2)n1 | -0.3% | 2.6% | -0.7 | -0.6% | -1.7 | -7.8 | 1.7% | -1.2%
CCCc1cc(C(=O)NCc2ccc(OC)cc2)no1 | 7.3% | 5.1% | 0.0 | 2.3% | -0.6 | -3.8 | -7.6% | -5.3%
S=C(NCc1ccco1)N/N=C/c1ccncc1 | 5.7% | 5.1% | -2.2 | -13.7% | 1.0 | 1.5 | 7.5% | 7.3%
C[C@@H]1COC(=O)[C@H](Cc2ccc(F)cc2)CC/C=C/C[C@@H](CC(=O)N[C@H](CO)Cc2ccccc2)C(=O)N1 | 2.0% | 8.0% | 0.7 | -1.7% | -0.4 | -0.5 | -7.8% | 0.7%
OC[C@@H]1CN(Cc2cccs2)C[C@H](n2cnc3c(NCc4ccc(F)cc4)ncnc32)O1 | 2.6% | -1.6% | 1.7 | -4.2% | -0.2 | -18.6 | 29.9% | 2.0%
O=C(c1ccc(OC2CCN(CCCc3ccccc3)CC2)cc1)N1CCCC1 | -6.6% | 1.9% | 0.5 | -8.5% | -1.6 | 0.9 | 9.4% | -6.6%
Cc1cc(C(=O)CSc2nc3ccccc3[nH]2)c(C)n1Cc1ccco1 | -18.9% | -13.0% | -0.3 | -16.0% | -1.3 | -2.5 | 16.6% | 11.8%
C/C(=N\NC(=S)NCc1ccccc1)c1ccc2ccccc2c1 | 3.0% | -12.5% | 2.1 | 2.4% | -0.7 | 12.1 | -0.9% | 4.1%
CCn1cc(C(=O)NCCN(CC(C)C)CC(C)C)c(=O)c2cc(S(=O)(=O)N3CCOCC3)ccc21 | -16.7% | -3.7% | -0.9 | -19.2% | -3.2 | -1.1 | -10.8% | -21.3%
CN1C(=O)C2C(c3ccc(N(C)C)cc3)=NN(Cc3ccccc3)C2C1=O (stereo not given) | -16.1% | -6.1% | -0.1 | -1.7% | -0.4 | -5.2 | 4.2% | 9.1%
CC1CCCCN1C(=O)c1ccc(COc2ccc([N+](=O)[O-])cc2)o1 (stereo not given) | 3.8% | 1.8% | -0.7 | -6.6% | -0.4 | -6.9 | -3.9% | 3.3%
C=CCn1c(=O)c2c(nc3n2CCCN3CCc2ccc(OC)c(OC)c2)n(C)c1=O | -7.3% | 10.6% | 0.1 | -13.3% | -0.5 | -3.2 | 8.8% | 13.9%
CCn1c(-c2ccoc2C)n[nH]c1=S | 4.0% | -2.6% | 0.9 | -12.0% | -0.4 | . | 0.8% | -5.8%
c1ccc2oc(SCc3cn4ccccc4n3)nc2c1 | 3.4% | -4.6% | 1.2 | -4.1% | -2.2 | . | -19.8% | -3.6%
COc1ccccc1OCc1nnc(SCC(=O)c2cc(Cl)ccc2OC)o1 | -17.4% | -11.7% | -2.1 | -9.6% | 0.4 | . | 1.8% | 26.8%
COc1ccc(NC(C)=O)cc1S(=O)(=O)Nc1cccc(S(=O)(=O)NC2=NCCC2)c1 | 18.2% | 4.0% | -0.5 | 0.6% | -0.2 | 0.9 | 7.6% | -0.6%
Cc1ccc(C)n1-n1c(C)nc2scc(-c3ccccc3)c2c1=O | -17.3% | -2.2% | 1.0 | -0.3% | -2.8 | -3.5 | 14.9% | 23.5%
O=S(=O)(CC(c1ccccc1)N1CCCCC1)c1ccc(Cl)cc1 (stereo not given) | -6.2% | 3.1% | -0.8 | -1.5% | 0.5 | 1.8 | 4.8% | -4.0%
CC(Nc1ccc2c(c1)OCCO2)C(=O)N1c2ccccc2CC1C (stereo not given) | -20.3% | ? | -1.0 | -21.5% | -3.8 | -18.3 | 15.0% | 1.8%
Cc1ccccc1NC(=O)COC(=O)[C@@H]1CCCN1C(=O)c1cccs1 | -5.9% | -5.5% | 0.2 | -9.6% | 1.1 | 0.0 | 12.1% | 1.8%
NNc1nnnc2c1sc1nc(N3CCOCC3)c3c(c12)CCCC3 | -9.5% | -11.6% | -3.1 | 2.2% | -1.0 | ? | -7.3% | -11.2%
CCC(C)[C@H](NC(=O)NCc1ccc(OC)c(OC)c1)C(=O)O (stereo not given in full) | -7.3% | 1.9% | -2.6 | -1.7% | 0.7 | -6.2 | 14.5% | -2.8%
CCCCC(CC)C(=O)NCc1ccccc1OC (stereo not given) | 0.4% | 7.7% | 0.1 | -8.3% | -3.6 | -2.5 | 3.5% | -2.4%
